Screens deposited in PubChem BioAssay by The Scripps Research Institute Molecular Screening Center.
CHRM1 agonist: human M1 muscarinic receptor agonists, primary screen, Fluo-8 calcium fluorescence, CHO-K1 cells, HTS | AID 588814, 2011 | activation, % at 3 µM | CHO-K1 hM1, agonist mode; 0% DMSO, 100% acetylcholine EC100 | hit rate 0.33% among 360,000 | Muscarinic acetylcholine receptor M1 (Homo sapiens), P11229;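 active = activation above the run's mean compound activation plus 3 SD, cut at about 16% in these data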;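 note: peak over basal fluorescence ratio within a 140 s kinetic read after compound addition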
CHRM4 agonist: human M4 muscarinic receptor agonists, primary screen, CHO-K1 cells, Fluo-8 calcium fluorescence; Muscarinic acetylcholine receptor M4 (Homo sapiens), P08173; CHO-K1 hM4/Gqi5; vehicle 0%, full acetylcholine response 100%; activation, % at 3 µM; hit rate 0.14% among 360,000; AID 624127, 2012;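 active = activation above the run mean over all test wells plus 3 SD, cut at about 32% in these data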;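 note: peak over basal fluorescence ratio per well then scaled between controls; 0% = DMSO wells and 100% = acetylcholine at EC100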
Target sequence (P08173 whole entry, looked up): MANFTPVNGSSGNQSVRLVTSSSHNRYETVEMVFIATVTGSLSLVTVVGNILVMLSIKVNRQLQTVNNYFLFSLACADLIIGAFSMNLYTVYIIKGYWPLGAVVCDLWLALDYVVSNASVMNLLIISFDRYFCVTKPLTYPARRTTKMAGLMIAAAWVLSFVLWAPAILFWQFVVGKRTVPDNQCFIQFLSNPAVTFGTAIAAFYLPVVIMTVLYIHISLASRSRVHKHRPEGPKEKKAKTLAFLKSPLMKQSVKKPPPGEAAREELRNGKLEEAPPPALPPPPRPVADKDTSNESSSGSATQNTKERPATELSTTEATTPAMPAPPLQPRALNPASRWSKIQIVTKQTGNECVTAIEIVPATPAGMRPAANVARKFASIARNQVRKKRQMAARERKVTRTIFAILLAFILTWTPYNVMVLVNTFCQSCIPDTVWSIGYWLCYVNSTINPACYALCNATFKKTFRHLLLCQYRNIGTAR
M4 antag: human M4 muscarinic receptor antagonists, primary screen, CHO cells, Fluo-8 calcium fluorescence; Muscarinic acetylcholine receptor M4 (Homo sapiens), P08173; CHO-hM4 cells, ACh EC80; inhibition, % at 3 µM; hit rate 0.73% among 360,000; AID 624125, 2012;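 active = inhibition above its plate's cutoff, the mean inhibition of sample wells plus 3 SD, cut at about 27% in these data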;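 note: 0% = acetylcholine EC80 with DMSO and 100% = DMSO without agonist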
M1 PAM: human M1 muscarinic receptor positive allosteric modulators, primary screen, CHO-K1 cells, Fluo-8 calcium fluorescence, 1536-well; CHO-K1 hM1, ACh EC20; 0% = ACh EC20, 100% = maximal ACh; Muscarinic acetylcholine receptor M1 (Homo sapiens), P11229; activation, % at 3 µM; hit rate 0.088% among 360,000; in the data active = activation above about 19%, passing the limit was not always enough
M5 ag: human M5 muscarinic receptor agonists, primary screen, CHO-K1 cells, Fluo-8 calcium fluorescence | activation, % at 3 µM | hit rate 0.19% among 360,000 | Muscarinic acetylcholine receptor M5 (Homo sapiens), P08912 | CHO-K1 hM5 cells; 0% DMSO wells, 100% maximal acetylcholine response;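 active = activation above the run's mean over test compounds plus 3 SD, cut at about 23% in these data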;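 note: signal is peak over basal fluorescence ratio across the kinetic read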
Target sequence (P08912 whole entry, looked up): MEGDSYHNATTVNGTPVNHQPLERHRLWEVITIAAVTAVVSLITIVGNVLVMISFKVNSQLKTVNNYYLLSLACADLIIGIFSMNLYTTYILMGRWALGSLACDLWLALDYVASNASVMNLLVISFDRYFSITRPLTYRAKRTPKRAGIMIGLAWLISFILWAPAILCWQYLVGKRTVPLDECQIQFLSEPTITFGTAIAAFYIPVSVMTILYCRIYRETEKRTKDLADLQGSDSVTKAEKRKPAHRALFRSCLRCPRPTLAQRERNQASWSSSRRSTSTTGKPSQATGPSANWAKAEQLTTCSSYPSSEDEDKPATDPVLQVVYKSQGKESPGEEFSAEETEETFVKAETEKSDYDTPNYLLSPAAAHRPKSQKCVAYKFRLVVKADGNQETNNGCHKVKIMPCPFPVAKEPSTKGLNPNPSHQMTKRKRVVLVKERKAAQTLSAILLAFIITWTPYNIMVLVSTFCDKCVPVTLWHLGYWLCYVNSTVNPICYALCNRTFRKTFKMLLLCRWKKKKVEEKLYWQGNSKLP
CHRM1 antagonist: human M1 muscarinic receptor antagonists, primary screen, CHO-K1 cells, Fluo-8 calcium fluorescence, 1536-well | Muscarinic acetylcholine receptor M1 (Homo sapiens), P11229 | CHO-K1 hM1, ACh EC80 antagonist | inhibition, % at 3 µM | hit rate 1.3% among 360,000;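 active = percent inhibition above its own plate's cutoff, namely the mean of that plate's compound wells plus 3 SD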;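 note: peak over basal fluorescence ratio during 140 s after agonist addition; 0% = ACh EC80 plus DMSO and 100% = DMSO alone without agonist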
M5 PAM: human M5 muscarinic receptor positive allosteric modulators, primary screen, CHO-K1 cells, Fluo-8 calcium fluorescence; Muscarinic acetylcholine receptor M5 (Homo sapiens), P08912; hit rate 0.3% among 360,000; AID 624038, 2012; activation, % at 3 µM; CHO-K1 hM5, ACh EC20 PAM; 0% = ACh EC20, 100% = ACh EC100;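 active = activation above the run cutoff, the mean activation of all test compounds plus 3 SD, cut at about 18% in these data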
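system = human M5 receptor in CHO-K1 cells | reagent = EC20 acetylcholine as agonist stimulus | compound dosing = single-point, 3 µM nominal | incubation = Fluo-8 loading 80 min at 37 °C plus 30 min room temperature | detection = Fluo-8 calcium dye fluorescence, kinetic read | benchmarks = low control EC20 acetylcholine (0%), high control EC100 acetylcholine (100%)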
M5 antag: human M5 muscarinic receptor antagonists, primary screen, CHO cells, Fluo-8 calcium fluorescence; CHO-hM5 cells, ACh EC80; AID 624040, 2012; inhibition, % at 3 µM; Muscarinic acetylcholine receptor M5 (Homo sapiens), P08912; hit rate 0.59% among 360,000;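 active = inhibition above a per-plate cutoff, the mean of that plate's test compounds plus 3 SD, cut at about 27% in these data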;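 note: 0% = acetylcholine EC80 with DMSO and 100% = DMSO without agonist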
TAAR1 ag: human TAAR1 agonists, primary screen, Fluo-8 calcium fluorescence, CHO RD-HGA16 cells; Trace amine-associated receptor 1 (Homo sapiens), Q96RJ0; vehicle wells 0%, saturating PEA agonist 100%; activation, % at 3 µM; hit rate 0.99% among 360,000;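 active = activation above the mean activation of all test compounds in the run plus 3 SD, cut at about 38% in these data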
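test system = CHO RD-HGA16 cells carrying human TAAR1 plus Gα16 | schedule = 17-24 h seeding, 75 min 37 °C dye, 30 min RT | compound dosing = 3 µM single concentration | control set = DMSO and PEA EC100 | replicates = n 1 | signal = Fluo-8 fluorescence, 5 s baseline then 140 s kinetic read | measure = percent activation vs PEA EC100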
The depositor's hits bear a star; . = no result given. This is a subset; count on the stated rates, not on these rows.

canonical_smiles,CHRM1 agonist,CHRM4 agonist,M4 antag,M1 PAM,M5 ag,CHRM1 antagonist,M5 PAM,M5 antag,TAAR1 ag
O=C(COC(=O)COc1ccc(Cl)cc1)Nc1ncc(Br)s1,-3,4,-22,-3,0,-1,-3,0,0
CCOC(=O)CCSc1nc(C)c2ccccc2n1,-5,0,1,7,-6,-5,7,2,1
COCCN1Cc2cccc(C(=O)Nc3ccc4c(c3)OCCO4)c2C1=O,-2,0,-1,8,0,-19,7,-2,0
Cc1ccsc1/C=N/NC(=O)C1CC(=O)N(c2ccccc2)C1 (stereo unspecified),-11,1,-9,1,-2,-2,-5,11,1
COc1cccc(C(=O)Nc2ccc(Oc3cccc(C(F)(F)F)c3)nc2)c1,-1,12,-1,-8,-1,10,-11,8,1
O=C(Cn1cnc2ccccc2c1=O)NCc1cccs1,-4,1,-8,5,-4,-5,6,1,2
COC(=O)[C@@]1(Cc2ccc(OC)cc2)[C@H]2c3cc(C(=O)N4CCCC4)n(CCN4CCOCC4)c3C[C@H]2CN1C(=O)c1ccccc1,.,3,-8,.,2,.,0,3,1
Cc1ccc(C(=O)Nc2ccc(N3CCN(C)CC3)cc2)cc1C,-10,1,0,5,-19,-18,3,2,29
O=c1[nH]n(-c2ccccn2)c(=O)c2ccccc12,-2,0,3,8,-6,-29,8,-7,2
COc1ccc(CCNC(=O)C2CCN(S(=O)(=O)c3ccc(Cl)cc3)CC2)cc1OC,-3,3,4,3,2,-7,-7,11,1
NS(=O)(=O)c1ccc(CCNC(=O)COC(=O)CN2C(=O)C3CCCCC3C2=O)cc1 (stereo unspecified),-1,2,-7,5,2,-7,5,9,6
O=C(Nc1ccccc1)NC1CCCc2ccccc21 (stereo unspecified),-12,1,-9,0,-3,-7,0,0,11
Cc1ccc(NC(=O)COC(=O)CC2CCCC2)cc1F,-4,2,-7,8,-4,-13,6,12,6
CCCC(=O)NC(c1ccc(OC)cc1)c1ccc2cccnc2c1O (stereo unspecified),-1,1,2,1,-1,-7,-4,13,6
C(=N\N=C\c1ccncc1)/c1ccncc1,-3,1,11,4,3,-2,2,4,7
Cc1nn(C(=O)CCC(=O)NCc2cccc(F)c2)c2ccccc12,-2,1,-15,2,-6,-4,0,-15,3
Cc1cc(NC(=O)c2cnn3c(C(F)(F)F)cc(-c4ccccc4)nc23)no1,-10,4,10,-17,3,33*,-6,11,23
Cc1cccc(C)c1NC(=O)CN(C1CCCCC1)S(C)(=O)=O,8,1,-9,19,8,-11,6,-23,0
CC(C)(C)c1[nH]c2ccccc2c1/C=N/O,1,1,-6,8,0,-6,8,-10,0
O=C(O)C1CC(c2ccccc2F)=NO1 (stereo unspecified),1,1,2,10,4,-8,-1,-3,8
O=C(CNC(=O)c1ccco1)Nc1ccncc1,-1,1,4,7,-3,-10,1,5,2
COc1ccc(C(O)P(=O)(OC2CCCCC2)c2ccc(N(C)C)cc2)cc1OC (stereo unspecified),-3,2,-5,2,2,0,-2,0,7
Cc1ccc(C(C)C)cc1OCC(=O)NC1CCCCCCC1,-6,-2,4,-3,-4,-2,-2,1,1
CCCN(CCC)S(=O)(=O)c1ccc(C(=O)N2CCN(C)CC2)cc1,-4,1,-6,13,-2,-12,-5,1,1
COc1ccccc1C(=O)CC(=O)c1ccccc1,2,-3,5,18,-2,-13,4,5,0
O=S(=O)(c1ccc(OC(F)(F)F)cc1)N1CCCC(N2CCOCC2)C1 (stereo unspecified),-4,0,-4,-4,-1,1,-2,11,5
CC(C)=CCc1c(O)cc(O)c2c1OC(c1ccc(O)cc1)CC2=O (stereo unspecified),-9,10,0,-7,-1,6,-15,15,2
Cc1ccc(S(=O)(=O)N2CCOCC2)cc1NC(=O)COC(=O)c1ccc2c(c1)OCCO2,-4,3,-5,8,1,-5,2,5,1
Cc1ccc(OCc2ccc(C(=O)NN)o2)c([N+](=O)[O-])c1,-4,3,4,0,-7,2,-7,3,2
O=C(CN1C(=O)CSC1=O)NC1CCCCC1,-2,0,2,2,-1,-6,-1,4,9

Rewritten with values under each structure: 2 of the compounds above
Results follow in this order: CHRM1 agonist | CHRM4 agonist | M4 antag | M1 PAM | M5 ag | CHRM1 antagonist | M5 PAM | M5 antag | TAAR1 ag
O=C(CNC(=O)c1ccco1)Nc1ccncc1
 : -1 | 1 | 4 | 7 | -3 | -10 | 1 | 5 | 2
COc1ccc(C(O)P(=O)(OC2CCCCC2)c2ccc(N(C)C)cc2)cc1OC (stereo unspecified)
 : -3 | 2 | -5 | 2 | 2 | 0 | -2 | 0 | 7

(next part)
canonical_smiles,CHRM1 agonist,CHRM4 agonist,M4 antag,M1 PAM,M5 ag,CHRM1 antagonist,M5 PAM,M5 antag,TAAR1 ag
O=C(CCNC(=O)c1ccc(Br)o1)NC1CCCC1,-1,0,0,7,3,-4,-1,3,5
N=c1c(C(=O)NC2CCCCC2)cc2c(=O)n3ccccc3nc2n1CC1CCCO1 (stereo unspecified),-14,0,12,9,-3,-10,-4,15,-4
CCC1=Nc2cc(C(=O)NCc3ccco3)ccc2Sc2ccc(Cl)cc21,-2,0,1,-2,-4,7,6,-10,4
O=C(CNC(=O)c1cccc(Br)c1)N/N=C/c1ccc[nH]1,-6,0,6,3,-6,-1,-2,6,1
c1ccc2nc(N3CCCC3)c(N3CCCCC3)nc2c1,-3,-1,5,6,3,-15,6,4,9
Cc1[nH]c(=O)c(C(=O)/C=C/c2ccccc2)c2c1CCCC2,-5,3,3,0,2,0,4,-3,20
COc1cc(/C=N/N2C(=O)C3C4c5ccccc5C(c5ccccc54)C3C2=O)ccc1O (stereo unspecified),1,-1,-7,2,2,5,33*,19,15
O=C(CN1CCN(c2ccccn2)CC1)Nc1ccccc1F,-6,0,0,15,-1,-19,-4,-5,5
O=C(COC(=O)/C=C/c1ccc(Cl)cc1)NCCc1ccccc1,-4,2,-1,11,2,-10,-1,4,7
COc1cc2nc(CN(C)Cc3ccc(SC)cc3)[nH]c(=O)c2cc1OC,-5,2,5,3,1,-19,6,-10,1
CC[n+]1c(C)sc2cc(C)ccc21,-9,2,6,4,0,-5,1,-2,3
CCN(C(=O)COC(=O)CSc1ccc(C(N)=O)cc1[N+](=O)[O-])C1CCCCC1,0,21,3,-8,6,14,-11,7,5
COc1ccc(CNC(=O)C2CC(c3ccc(OC)cc3)=NO2)cc1 (stereo unspecified),-5,1,4,12,-2,-14,0,-6,6
CN(Cc1cccc(Cl)c1Cl)CC(O)COc1ccccc1 (stereo unspecified),-7,1,-2,8,-3,-5,-2,10,-2
COc1ccc(C2C(C(=O)c3cccs3)=C(O)C(=O)N2c2nnc(C)s2)cc1OC (stereo unspecified),-2,3,-3,5,3,0,2,0,.
O=C(Nc1nncs1)C12CC3CC(CC(C3)C1)C2,-5,1,5,7,-4,-8,-7,9,11
CCCCNc1cc(C)oc(=O)c1C(C)=O,-4,0,-5,6,-2,-14,-2,0,11
O=C(Cc1ccccc1)N/N=C/c1ccc(-c2ccc([N+](=O)[O-])cc2)o1,-6,2,1,1,-2,-5,0,-3,1
COC(=O)c1ccc(Oc2nc(N3CCCCC3)nc(N3CCOCC3)n2)cc1,-14,1,3,-12,-2,-1,-3,2,13
CCOC(=O)c1cc2c(=O)n3ccccc3nc2n(Cc2ccccc2)c1=N,-6,-1,2,11,-5,5,-2,6,16
O=C(O)C1CCC(=O)N1Cc1ccccc1Cl (stereo unspecified),-1,0,0,6,-2,-35,6,-5,11
CCOC(=O)C1=C(C)N(CCCC(=O)O)C(=O)NC1c1ccccc1 (stereo unspecified),-3,1,1,4,3,4,-1,11,4
CC(C)(C)SCCNC(=O)CSCc1ccc([N+](=O)[O-])cc1,-2,2,-4,5,-3,-30,1,1,7
COc1ccc(CN2CCN(C(=O)C3CCN(C(=O)Nc4ccccc4)CC3)CC2)cc1OC,-3,1,-7,5,-1,-4,8,-3,2
CC(C)NC(=O)N(C)C[C@H]1OCCCC[C@H](C)Oc2ccc(NC(=O)NC3CCCCC3)cc2C(=O)N([C@H](C)CO)C[C@@H]1C,-3,0,-4,1,-1,-5,2,-2,7
C1=C\CCC2(OCCO2)C2(CC/1)OCCO2,-1,1,-3,3,1,-5,0,6,0
Cc1ccc2nc(N3CCN(Cc4ccc(F)cc4)C3=O)c(C)cc2c1,-4,6,-15,-3,-10,-2,-23,1,6
O=C(CSc1nnnn1C1CCCC1)Nc1ccc(F)cc1,-2,0,8,6,-12,-7,4,2,8
CC(C)(C)c1ccc(C(=O)CCCSC2=C(C#N)C(c3ccco3)C3=C(CCCC3=O)N2)cc1 (stereo unspecified),-5,3,4,-7,-7,13,-4,3,13
COc1ccccc1CNC(=O)CN1C(=O)CSc2ccc(S(=O)(=O)N3CCCC3)cc21,-15,1,0,6,-2,-10,7,2,0
O=C(c1cc(=O)[nH]c2ccccc12)N1CCN(c2cccc(C(F)(F)F)c2)CC1,-4,5,-8,2,5,-2,-2,2,15
O=C(Cc1ccccc1)c1ccc(N2CCOCC2)cc1,-1,3,-15,-1,0,-8,-3,-2,2
COC(=O)c1sccc1NC(=O)C1CC1,-2,8,-4,5,0,-7,-1,8,1
CCC(C)NC(=O)c1n[nH]c(=O)c2ccccc12 (stereo unspecified),-2,0,-4,-5,-1,16,-9,8,3
Cc1cc2cc(CNC(=O)c3ccc(C)c([N+](=O)[O-])c3)ccc2[nH]1,-9,2,3,-3,-4,-4,-12,7,3
Cc1cccc(C)c1OC(=O)C(c1ccccc1)c1ccccc1,-5,-1,-10,3,-6,-15,-1,-7,12
C=CCN1C(=O)C(Cc2ccc(OC)cc2)S/C1=N\N=C\c1cccs1 (stereo unspecified),-3,1,-7,6,0,-6,-3,-3,6
CCOC(=O)CN(C#N)c1nc(N(C)C)nc(N(C)C)n1,-3,0,-6,5,-3,-1,4,1,0
O=C(Cn1nnc2c(cnn2-c2ccc(F)cc2)c1=O)c1ccccc1F,0,0,5,12,3,-36,14,-12,6
CCN1CCN(C(=O)c2cc3cc([N+](=O)[O-])ccc3oc2=O)CC1,-4,0,0,1,-3,-3,-5,12,0
N#C/C(=C/c1ccccc1OCc1ccc(F)cc1)c1ccc(C(=O)O)cc1,-3,1,6,3,0,-6,-3,8,-1
